Jurkat NFkB inh: inhibitors of the PMA/ionomycin-induced NF-kB reporter in Jurkat cells; PMA/ionomycin-induced NF-kB luciferase reporter, luminescence; inhibition, % at 4 µM; 330,000 compounds, 0.53% hits; in the data active = inhibition above about 50%
Gli-Sufu antag: blocks Gli-Sufu signaling in a luciferase reporter | Sufu-KO-LIGHT fibroblasts, Gli luciferase reporter luminescence | inhibition, % at 5 µM | 340,000 compounds, 0.74% hits;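 active = inhibition above about 55%, limit read from the data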;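 note: 0% = DMSO-treated cells and 100% = wells with medium but no cells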
697 NFkB inh: lowers PMA/ionomycin-induced NF-kB signal in 697 B cells; 697 B-cell NF-kB luciferase reporter, 16 h; 330,000 compounds, 0.33% hits; inhibition, % at 4 µM; AID 435022; in the data active = inhibition above about 35%
UBC13 polyUb: blocks human UBC13 polyubiquitin chain formation. AID 485273. 330,000 compounds, 0.47% hits. inhibition, % at 20 µM. TR-FRET. P61088; in the data active = inhibition above about 45%, passing the limit was not always enough
CCR6 antag: antagonists of human CCR6 receptor. P51684. CHO-K1 CCR6 PathHunter beta-arrestin, luminescence, CCL20-stimulated. inhibition, % at 20 µM. 340,000 compounds, 0.49% hits. AID 493098;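 active = compounds whose inhibition of the agonist-driven luminescence signal at 20 µM reaches about 50%, limit read from the data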;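 note: cells stimulated with CCL20 at 14 nM final; plate controls were DMSO with CCL20 for no effect and DMSO without agonist for full effect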
Target sequence (P51684 whole entry, looked up): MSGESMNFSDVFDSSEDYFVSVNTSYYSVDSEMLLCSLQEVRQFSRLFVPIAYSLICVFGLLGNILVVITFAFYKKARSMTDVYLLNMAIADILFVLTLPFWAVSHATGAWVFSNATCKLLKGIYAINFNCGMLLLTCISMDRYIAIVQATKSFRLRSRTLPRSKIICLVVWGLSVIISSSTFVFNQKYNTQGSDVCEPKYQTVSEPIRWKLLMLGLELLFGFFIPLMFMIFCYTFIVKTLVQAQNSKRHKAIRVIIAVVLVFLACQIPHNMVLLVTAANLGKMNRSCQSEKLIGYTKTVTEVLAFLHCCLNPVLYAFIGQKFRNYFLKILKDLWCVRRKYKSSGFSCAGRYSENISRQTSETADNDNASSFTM
APJ antag: APJ receptor antagonism; P35414; CHO-K1 APJ beta-arrestin complementation, luminescence; inhibition, % at 20 µM; 330,000 compounds, 0.32% hits; AID 2521;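 active = inhibition above about 40% at 20 µM, limit read from the data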;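 note: cells challenged with 10 nM apelin-13 agonist together with compound; plate controls were apelin-13 plus DMSO wells for no effect and DMSO wells lacking apelin-13 for full effect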
EBI2 antag: blocks human EBI2 receptor beta-arrestin signaling | P32249 | EBI2 beta-arrestin recruitment, luminescence, 7a,25-OHC stimulated | inhibition, % at 5 µM | 360,000 compounds, 0.81% hits | AID 651636; in the data active = inhibition above about 38%;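 note: enzyme fragment complementation signal reports receptor beta-arrestin coupling in cells; 0% = agonist plus DMSO wells and 100% = wells without agonist; some results beyond the cut were filed as inactive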
Target sequence (P32249 whole entry, looked up, the tested form may be a part): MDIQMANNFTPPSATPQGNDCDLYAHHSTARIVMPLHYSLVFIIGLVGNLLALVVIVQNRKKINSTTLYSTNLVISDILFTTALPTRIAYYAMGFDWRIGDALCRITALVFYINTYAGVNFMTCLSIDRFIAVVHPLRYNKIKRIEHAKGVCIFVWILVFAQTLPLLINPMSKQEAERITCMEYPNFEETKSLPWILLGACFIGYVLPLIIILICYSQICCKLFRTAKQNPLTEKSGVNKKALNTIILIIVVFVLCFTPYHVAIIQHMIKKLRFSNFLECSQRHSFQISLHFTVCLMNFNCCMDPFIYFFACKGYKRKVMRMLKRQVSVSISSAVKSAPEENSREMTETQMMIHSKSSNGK
CXCR6 inh: blocks human CXCR6 beta-arrestin recruitment; O00574; CHO-K1 PathHunter CXCR6 beta-arrestin, luminescence; inhibition, % at 20 µM; 360,000 compounds, 0.36% hits; AID 602244; in the data active = inhibition above about 34%, passing the limit was not always enough;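 note: antagonist mode with CXCL16 agonist at 10 nM final; 0% = 10 nM CXCL16 with DMSO and 100% = unstimulated wells without agonist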
Target sequence (O00574 whole entry, looked up): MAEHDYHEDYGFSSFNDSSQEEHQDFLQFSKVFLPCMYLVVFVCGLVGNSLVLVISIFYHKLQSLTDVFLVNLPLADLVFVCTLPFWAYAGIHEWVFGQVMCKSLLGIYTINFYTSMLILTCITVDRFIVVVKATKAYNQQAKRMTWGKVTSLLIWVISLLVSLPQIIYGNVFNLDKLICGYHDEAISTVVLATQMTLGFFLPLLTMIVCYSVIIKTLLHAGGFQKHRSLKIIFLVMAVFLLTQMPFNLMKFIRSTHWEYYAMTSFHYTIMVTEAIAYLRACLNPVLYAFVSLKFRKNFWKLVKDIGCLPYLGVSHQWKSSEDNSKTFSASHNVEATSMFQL
* = called active by the depositor.

How did CCSc1ccccc1C(=O)Nc1cc(OC)c(OC)c(OC)c1 do in these assays?
Jurkat NFkB inh: -8; Gli-Sufu antag: -1; 697 NFkB inh: 7; UBC13 polyUb: -5; CCR6 antag: 7; APJ antag: -1; EBI2 antag: 8; CXCR6 inh: -9

Results for O=C(CNC(=O)c1ccc(Cl)cc1)NC1CCCCC1 ?
Jurkat NFkB inh: -1; Gli-Sufu antag: 32; 697 NFkB inh: -7; UBC13 polyUb: -9; CCR6 antag: 6; APJ antag: 10; EBI2 antag: 1; CXCR6 inh: 27

What do the screens show for `CNc1nc2cc([N+](=O)[O-])c([N+](=O)[O-])cc2nc1NC`?
Gli-Sufu antag: 84*; CCR6 antag: 34; EBI2 antag: 14; CXCR6 inh: -4

How did COc1ccc(CCCc2nnc(SCC(=O)Nc3nccs3)n2C)cc1C do in these assays?
Jurkat NFkB inh: -9; Gli-Sufu antag: 2; 697 NFkB inh: 4; UBC13 polyUb: 9; CCR6 antag: 2; APJ antag: -3; EBI2 antag: 2; CXCR6 inh: 5

What do the screens show for `Cn1ccnc1C1CCCCN1C(=O)c1cc(COc2ccc(F)cc2Cl)on1` (stereo unspecified)?
Jurkat NFkB inh: -11; Gli-Sufu antag: 4; 697 NFkB inh: 9; UBC13 polyUb: 5; CCR6 antag: 3; APJ antag: -8; EBI2 antag: 2; CXCR6 inh: 3

Results for CCNc1c(NS(=O)(=O)c2ccc(F)c(Cl)c2)c(=O)oc2ccccc12 ?
Jurkat NFkB inh: -8; Gli-Sufu antag: -19; 697 NFkB inh: 3; UBC13 polyUb: 3; CCR6 antag: 11; APJ antag: 7; EBI2 antag: 4; CXCR6 inh: 0

What do the screens show for `CCOc1ccccc1N1CCN(C(=O)c2cc(-c3cc(OC)ccc3OC)nc3ccccc23)CC1`?
Jurkat NFkB inh: 3; Gli-Sufu antag: 27; 697 NFkB inh: 14; UBC13 polyUb: -8; CCR6 antag: 14; APJ antag: -8; EBI2 antag: -17; CXCR6 inh: 3

How did Cc1ccc2cc(/C=C(\C#N)C(N)=O)c(N3CCCCC3)nc2c1 do in these assays?
Jurkat NFkB inh: -10; Gli-Sufu antag: -11; 697 NFkB inh: -3; UBC13 polyUb: -5; CCR6 antag: 25; APJ antag: 8; EBI2 antag: -21; CXCR6 inh: 7

Results for Nc1nc(-c2ccc(Cl)cc2)nnc1-c1ccc(Br)cc1 ?
Jurkat NFkB inh: -119; Gli-Sufu antag: -70; 697 NFkB inh: -117; UBC13 polyUb: -5; CCR6 antag: 2; APJ antag: 15; EBI2 antag: 17; CXCR6 inh: 2

Results for Cc1cccc(C(=O)N[C@H](C(=O)Nc2cccc(S(=O)(=O)N3CCCC3)c2)C(C)C)c1 ?
Jurkat NFkB inh: 3; Gli-Sufu antag: -1; 697 NFkB inh: 20; UBC13 polyUb: 9; CCR6 antag: 5; APJ antag: -3; EBI2 antag: -5; CXCR6 inh: 5

What do the screens show for `CCOC(=O)N1CCC(NC(=O)CS(=O)(=O)Cc2nc(-c3ccc(OC)cc3)oc2C)CC1`?
Jurkat NFkB inh: -8; Gli-Sufu antag: -3; 697 NFkB inh: -4; UBC13 polyUb: -8; CCR6 antag: 1; APJ antag: -9; EBI2 antag: 2; CXCR6 inh: -1

How did COc1ccc(C)cc1NC(=O)CN1CCN(S(=O)(=O)c2ccc3ccccc3c2)CC1 do in these assays?
Jurkat NFkB inh: 10; Gli-Sufu antag: 7; 697 NFkB inh: -1; UBC13 polyUb: 0; CCR6 antag: 11; APJ antag: -6; EBI2 antag: 26; CXCR6 inh: 8

What do the screens show for `O=C(O)c1cccc(NC(=S)NC(=O)c2ccc3ccccc3c2)c1`?
Jurkat NFkB inh: 35; Gli-Sufu antag: 32; 697 NFkB inh: -36; UBC13 polyUb: -11; CCR6 antag: 30; APJ antag: 9; EBI2 antag: 14; CXCR6 inh: 22

How did COCc1cc(CN2CCCC(C(=O)Nc3ccc(-c4ccco4)cc3)C2)ccc1OC (stereo unspecified) do in these assays?
Jurkat NFkB inh: 10; Gli-Sufu antag: 23; 697 NFkB inh: 15; UBC13 polyUb: 4; CCR6 antag: -5; APJ antag: 8; EBI2 antag: -19; CXCR6 inh: 2

What do the screens show for `O=C(COc1ccc(S(=O)(=O)N2CCOCC2)cc1)Nc1ccccc1F`?
Jurkat NFkB inh: 8; Gli-Sufu antag: -21; 697 NFkB inh: 19; UBC13 polyUb: -1; CCR6 antag: 14; APJ antag: 6; EBI2 antag: -7; CXCR6 inh: -1

Next part; it opens with the two that closed the last part.
How did COCc1cc(CN2CCCC(C(=O)Nc3ccc(-c4ccco4)cc3)C2)ccc1OC (stereo unspecified) do in these assays?
Jurkat NFkB inh: 10; Gli-Sufu antag: 23; 697 NFkB inh: 15; UBC13 polyUb: 4; CCR6 antag: -5; APJ antag: 8; EBI2 antag: -19; CXCR6 inh: 2

What do the screens show for `O=C(COc1ccc(S(=O)(=O)N2CCOCC2)cc1)Nc1ccccc1F`?
Jurkat NFkB inh: 8; Gli-Sufu antag: -21; 697 NFkB inh: 19; UBC13 polyUb: -1; CCR6 antag: 14; APJ antag: 6; EBI2 antag: -7; CXCR6 inh: -1

What do the screens show for `Cc1ccc(S(=O)(=O)c2c(COC(=O)c3ccccc3Cl)c(-c3ccccc3)nn2C)cc1`?
Jurkat NFkB inh: -3; Gli-Sufu antag: -1; 697 NFkB inh: -6; UBC13 polyUb: 14; CCR6 antag: 20; APJ antag: 10; EBI2 antag: 17; CXCR6 inh: 7

Results for Cc1ccc(NC(=S)c2ccc3ccccc3n2)c(C)c1 ?
Jurkat NFkB inh: -113; Gli-Sufu antag: -80; 697 NFkB inh: -153; UBC13 polyUb: -5; CCR6 antag: 19; APJ antag: 0; EBI2 antag: -4; CXCR6 inh: 9

What do the screens show for `COc1cc(OC)cc(C(=O)NCc2ccc(-n3cccc3)cc2)c1`?
Jurkat NFkB inh: 7; Gli-Sufu antag: 5; 697 NFkB inh: 0; UBC13 polyUb: -3; CCR6 antag: -10; APJ antag: 0; EBI2 antag: 10; CXCR6 inh: -6

How did CC(=O)N1c2ccccc2[C@H](C)[C@H]1C do in these assays?
Jurkat NFkB inh: -16; Gli-Sufu antag: 0; 697 NFkB inh: 14; UBC13 polyUb: -20; CCR6 antag: 7; APJ antag: 7; EBI2 antag: -6; CXCR6 inh: -5

How did Cc1cc(N)ccc1S(C)(=O)=O do in these assays?
Jurkat NFkB inh: -20; Gli-Sufu antag: -2; 697 NFkB inh: -25; UBC13 polyUb: -4; CCR6 antag: -9; APJ antag: 5; EBI2 antag: -9; CXCR6 inh: -10

Results for N#Cc1cnc2nc(SCc3ccccc3)nn2c1 ?
Jurkat NFkB inh: -41; Gli-Sufu antag: -11; 697 NFkB inh: -68; UBC13 polyUb: 2; CCR6 antag: -3; APJ antag: 10; EBI2 antag: -3; CXCR6 inh: -4

How did CCOC(=O)Nc1ccc2c(c1)Sc1ccccc1N2C(=O)CCN1CCOCC1 do in these assays?
Jurkat NFkB inh: -8; Gli-Sufu antag: 4; 697 NFkB inh: -9; UBC13 polyUb: -2; CCR6 antag: -1; APJ antag: -6; EBI2 antag: -11; CXCR6 inh: 5

Results for C[C@H]1CC[C@]2(O[C@@H](CCO)C[C@H](O)[C@H]2O)O1 ?
Jurkat NFkB inh: 5; Gli-Sufu antag: 6; 697 NFkB inh: 17; UBC13 polyUb: -4; CCR6 antag: -4; APJ antag: 11; EBI2 antag: -14; CXCR6 inh: -2

What do the screens show for `CCCCN(C)CCCNC(=O)Cn1c(=O)sc2ccccc21`?
Jurkat NFkB inh: -11; Gli-Sufu antag: 12; 697 NFkB inh: 6; UBC13 polyUb: 2; CCR6 antag: -4; APJ antag: -8; EBI2 antag: -1; CXCR6 inh: 2

What do the screens show for `Nc1nc(CSc2ncn(-c3ccccc3)n2)cs1`?
Jurkat NFkB inh: -73; Gli-Sufu antag: -70; 697 NFkB inh: -66; UBC13 polyUb: 11; CCR6 antag: 4; APJ antag: 10; EBI2 antag: -4; CXCR6 inh: 0

Results for CCOC(=O)/C(C#N)=C1/CCCCCN1C ?
Jurkat NFkB inh: 10; Gli-Sufu antag: -2; 697 NFkB inh: 13; UBC13 polyUb: 4; CCR6 antag: 18; APJ antag: 11; EBI2 antag: -1; CXCR6 inh: 4

Results for Cc1nc(-c2ccc(S(=O)(=O)Nc3ccc(S(N)(=O)=O)cc3)cc2)co1 ?
Jurkat NFkB inh: -20; Gli-Sufu antag: -3; 697 NFkB inh: 2; UBC13 polyUb: -11; CCR6 antag: 15; APJ antag: 5; EBI2 antag: -5; CXCR6 inh: 7

How did COc1ccccc1CNc1ccc(C(=O)O)cc1 do in these assays?
Jurkat NFkB inh: -3; Gli-Sufu antag: -5; 697 NFkB inh: 17; UBC13 polyUb: 3; CCR6 antag: -4; APJ antag: 6; EBI2 antag: 0; CXCR6 inh: -3

How did O=C(O)CCNC(=O)OCC1c2ccccc2-c2ccccc21 do in these assays?
Jurkat NFkB inh: -9; Gli-Sufu antag: 0; 697 NFkB inh: -15; UBC13 polyUb: 3; CCR6 antag: -6; APJ antag: -17; EBI2 antag: -6; CXCR6 inh: -5

Results for Cc1ccc(-c2nnc3ccc(SC(C)C(=O)O)nn23)cc1 (stereo unspecified) ?
Jurkat NFkB inh: 7; Gli-Sufu antag: 1; 697 NFkB inh: 16; UBC13 polyUb: 4; CCR6 antag: -5; APJ antag: 3; EBI2 antag: -4; CXCR6 inh: 16

What do the screens show for `O=C(NC12CC3CC(CC(C3)C1)C2)c1ccc(S(=O)(=O)N2CCOCC2)cc1`?
Jurkat NFkB inh: -4; Gli-Sufu antag: 10; 697 NFkB inh: -21; UBC13 polyUb: -3; CCR6 antag: 2; APJ antag: 9; EBI2 antag: -2; CXCR6 inh: -4

What do the screens show for `Cc1cccc(NC(=O)CC2S/C(=N/c3nccs3)N(C)C2=O)c1` (stereo unspecified)?
Jurkat NFkB inh: -7; Gli-Sufu antag: 11; 697 NFkB inh: 8; UBC13 polyUb: 3; CCR6 antag: -19; APJ antag: 8; EBI2 antag: -7; CXCR6 inh: 1

Results for CC(C)(C)Nc1c(-c2ccc(O)cc2)nc2ccc(Cl)cn12 ?
Jurkat NFkB inh: 7; Gli-Sufu antag: -2; 697 NFkB inh: 5; UBC13 polyUb: 0; CCR6 antag: 16; APJ antag: 0; EBI2 antag: -2; CXCR6 inh: 5

What do the screens show for `COc1ccc(OC)c(CN2CCN(C(=O)CCC(=O)c3cccs3)CC2)c1`?
Jurkat NFkB inh: 8; Gli-Sufu antag: 14; 697 NFkB inh: 3; UBC13 polyUb: -6; CCR6 antag: 6; APJ antag: 4; EBI2 antag: -1; CXCR6 inh: -5

Results for O=C(Nc1ccccc1C(=O)N/N=C/c1ccncc1)c1ccccc1 ?
Jurkat NFkB inh: -6; Gli-Sufu antag: -36; 697 NFkB inh: -8; UBC13 polyUb: -5; CCR6 antag: -4; APJ antag: -19; EBI2 antag: -8; CXCR6 inh: 5

What do the screens show for `COc1ccc(C(=O)n2nc(C#N)c(C#N)c2N)cc1`?
Jurkat NFkB inh: 9; Gli-Sufu antag: -7; 697 NFkB inh: 3; UBC13 polyUb: 2; CCR6 antag: -3; APJ antag: -3; EBI2 antag: -10; CXCR6 inh: 5

An excerpt from above in order of SMILES length, high to low.
What do the screens show for `O=C(NC12CC3CC(CC(C3)C1)C2)c1ccc(S(=O)(=O)N2CCOCC2)cc1`?
Jurkat NFkB inh: -4; Gli-Sufu antag: 10; 697 NFkB inh: -21; UBC13 polyUb: -3; CCR6 antag: 2; APJ antag: 9; EBI2 antag: -2; CXCR6 inh: -4

What do the screens show for `COc1ccc(OC)c(CN2CCN(C(=O)CCC(=O)c3cccs3)CC2)c1`?
Jurkat NFkB inh: 8; Gli-Sufu antag: 14; 697 NFkB inh: 3; UBC13 polyUb: -6; CCR6 antag: 6; APJ antag: 4; EBI2 antag: -1; CXCR6 inh: -5

What do the screens show for `Cc1cccc(NC(=O)CC2S/C(=N/c3nccs3)N(C)C2=O)c1` (stereo unspecified)?
Jurkat NFkB inh: -7; Gli-Sufu antag: 11; 697 NFkB inh: 8; UBC13 polyUb: 3; CCR6 antag: -19; APJ antag: 8; EBI2 antag: -7; CXCR6 inh: 1

Screening results as filed in PubChem.
